POLK inh – DNA polymerase kappa (human) inhibition | Q9UBT6 | purified Pol kappa, fluorescent DNA synthesis assay, 10 min | Potency, µM (series often up to 107 µM), for the others: at the highest dose activity, negative = inhibition, actives largely listed as inhibitors | 400,000 tested, 0.53% active | AID 588579; further: potency means the concentration at half of the fitted maximal effect; on the % scale 0 is the no-effect control and ±100 the full control effect
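Fluorescent qHTS in 1536-well format: enzyme (10 nM) and compound sat 15 min at room temperature before 50 nM substrate (final) was added. Signal taken at 0 and 10 min; no-enzyme buffer wells were negative controls.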
POLB inh – blocks human DNA polymerase beta activity. Potency, µM (titrated, usually from 114 µM), for the others: top-dose activity change, negative = inhibition, hits mostly inhibitors. 340,000 tested, 1.3% active. Pol beta primer extension/strand displacement, fluorescence kinetic; further: potency means the concentration at half of the fitted maximal effect; on the % scale 0 is the no-effect control and ±100 the full control effect
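10 nM enzyme + cpd, 15 min RT; start with substrate 50 nM final; read 0 min and after 10 min RT. Corrected, normalized data; 4-parameter Hill curve fit.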
Pol iota inh – blocks human DNA polymerase iota activity; Q9UNA4; Pol iota fluorescent replication assay, 10 min; Potency, µM (highest dose often 115 µM), for inactives: top-dose activity, negative = inhibition, usual class: inhibitors; 390,000 tested, 1% active; AID 588590; further: potency means the concentration at half of the fitted maximal effect
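Pol iota at 10 nM preincubated 15 min with compounds at room temperature; reaction started with fluorescent substrate, 50 nM final. Fluorescence read kinetically at 0 and 10 min; buffer-only wells as negative control.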
POLH inh – blocks human DNA polymerase eta activity | Q9Y253 | recombinant Pol eta, fluorescent DNA replication assay | Potency, µM (highest dose often 114 µM), for inactives: top-dose activity change, negative = inhibition, usual class: inhibitors | 390,000 tested, 1.2% active | AID 588591; further: potency means the concentration at half of the fitted maximal effect; on the % scale 0 is the no-effect control and ±100 the full control effect
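Pol eta at 10 nM preincubated with compounds 15 min at room temperature; reaction started with fluorescent substrate (50 nM final) and read kinetically at 0 and 10 min.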
BLM helicase inh – blocks DNA unwinding by human BLM helicase. P54132. recombinant BLM DNA unwinding, fluorescence dequenching. Potency, µM (highest dose often 56.1 µM), without a hit: at the highest dose activity change, negative = inhibition, usual class: inhibitors. 350,000 tested, 0.2% active. AID 2528;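 further: potency means the concentration at half of the fitted maximal effect; plate controls were vehicle for no effect and no enzyme for full effect; nearly all actives have a fitted effect of over 35% in size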
APE1 inh – inhibitors of human APE1 endonuclease | P27695 | 350,000 tested, 0.35% active | Potency, µM (titrated, usually from 65.8 µM), without a hit: at the top dose activity change, negative = inhibition, most hits filed as inhibitors | recombinant APE1, TAMRA/BHQ-2 abasic DNA cleavage fluorescence | AID 2517;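 further: potency means the concentration at half of the fitted maximal effect; plate controls were vehicle for no effect and reference inhibitor for full effect; nearly all actives have a fitted effect of over 55% in size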
Target sequence (P27695 whole entry, looked up): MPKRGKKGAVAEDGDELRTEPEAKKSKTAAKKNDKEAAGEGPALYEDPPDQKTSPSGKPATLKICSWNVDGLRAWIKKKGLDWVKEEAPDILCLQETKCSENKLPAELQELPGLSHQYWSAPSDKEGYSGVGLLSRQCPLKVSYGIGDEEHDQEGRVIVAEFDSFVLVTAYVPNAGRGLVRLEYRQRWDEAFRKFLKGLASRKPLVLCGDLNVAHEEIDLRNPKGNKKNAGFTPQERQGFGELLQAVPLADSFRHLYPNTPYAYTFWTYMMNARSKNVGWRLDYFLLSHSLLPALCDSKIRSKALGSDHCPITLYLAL
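Readout is kinetic fluorescence (ex 525, em 598 nm) from cleavage of 50 nM TAMRA/BHQ-2 THF abasic duplex by 0.75 nM APE1, compound added 15 min beforehand at RT.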
Apoferritin bind – binds horse apoferritin like a general anesthetic. P02791. 350,000 tested, 0.074% active. apoferritin/1-aminoanthracene competitive binding, fluorescence. Potency, µM (titrated, usually from 77.5 µM), for inactives: top-dose activity change, negative = displacement, most hits filed as inhibitors; further: potency means the concentration at half of the fitted maximal effect; on the % scale 0 is the no-effect control and ±100 the full control effect; nearly all actives have a fitted effect of over 20% in size
Target sequence (P02791 2-175 limits assumed): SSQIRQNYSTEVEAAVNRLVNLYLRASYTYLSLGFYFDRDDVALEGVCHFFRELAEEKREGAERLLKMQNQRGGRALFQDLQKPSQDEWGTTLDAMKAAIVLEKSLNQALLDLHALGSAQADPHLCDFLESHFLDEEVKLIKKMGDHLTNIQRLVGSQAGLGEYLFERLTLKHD
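10 uM apoferritin + 50% sat. 1-AMA, PBS; cpd 10 min RT; Ex380/Em535 endpoint; normalized to free probe vs complex; 4-param Hill fit; propofol titration as pos. ctrl.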
LDHA block – inhibitors of human lactate dehydrogenase A; AID 1347041; activity change, % (values are at about 110 or 230 µM); 480,000 tested, 0.15% active; purified LDHA, NADH/diaphorase-resazurin fluorescence; hits give low values; P00338; in the data active means activity change below about -30%; inconclusive means mostly about -25% to -30%;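 further: plate controls were DMSO wells for no effect and wells without enzyme for full effect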
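Remaining NADH was detected by diaphorase (0.133 mg/mL) converting 37 µM resazurin to fluorescent resorufin, read at 0 and 20 minutes. The preceding 5-minute room-temperature reaction used 2 nM LDHA, 0.2 mM sodium pyruvate and 0.06 mM NADH at pH 7.4.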
Glioma ERSR ind – ER stress response induction in glioma; U87-MG GRP78 promoter luciferase reporter, 16 h; Potency, µM, inactives show at the highest dose activation, actives largely listed as activators; 420,000 tested, 0.02% active; AID 602332; further: potency means the concentration at half of the fitted maximal effect; series mostly up to about 76 µM; % of control where 0% means no effect; nearly all actives have a fitted effect of over 35% in size
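ERSR induction read as luciferase luminescence (Bright-Glo, 10 min at room temperature) in stably transfected human U87-MG glioma cells exposed to compounds for 16 h, using GRP78 as sensor.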
Starred values were filed as active, the others as inactive; ? = inconclusive; . = not tested or not shown; & = joins results of further samples; [ ] = dose if it differs, or a comment. Unless noted, the call rests on the fitted dose curve; in most records, active means well fitted curve in the direction sought with a large enough effect; inconclusive means small, poorly fitted or top-dose-only effect, or another doubt; inactive means no such curve, though single readings can be large; an effect the other way counts as inactive or inconclusive. Not all compounds are listed (hit frequency here may not be typical).

SMILES | POLK inh | POLB inh | Pol iota inh | POLH inh | BLM helicase inh | APE1 inh | Apoferritin bind | LDHA block | Glioma ERSR ind
COc1cccc(/C=C2\N=C(c3c(-c4ccccc4)noc3C)OC2=O)c1OC | -1% | 23% | 17% | -5% | 3% | ? | -12% | 0 | -3%
O=C1Nc2ccccc2Nc2ncccc21 | -2% | 0% | 16% | -16% | 1% | -3% | -6% | -4 | -4%
CN(C(=O)COC(=O)c1ccccc1SCC(=O)N1CCCC1)C1CCS(=O)(=O)C1 (configuration not stated) | -5% | 29% | 2% | -9% | -4% | 18% | -1% | 0 | -3%
COc1ccc(C(=O)Nc2ccccc2C(N)=O)cc1 | -5% | 17% | 11% | 0% | 3% | -5% | -9% | -10 | 6%
COC(OC)C(C)NC(=O)NC(=O)c1ccccc1Cl (configuration not stated) | 0% | ? | 39%[activator] | 0% | 0% | 0% | -8% | 1 | -5%
COc1ccc(CNC(=O)c2c(O)c3cccc4c3n(c2=O)CCC4)cc1 | 3% | 0% | 27% | -4% | -6% | -2% | -16% | 9 | -3%
Cc1c(NC(=O)C(C)N2C(=O)C3C4C=CC(C4)C3C2=O)c(=O)n(-c2ccccc2)n1C (configuration not stated) | 2% | 19% | 13% | -13% | 1% | -2% | 2% | -4 | -1%
O=C(O)c1ccc(NC(=O)c2cn(-c3ccccc3)nc2-c2ccc(Cl)cc2)cc1 | -2% | 1% | 125%[activator] | -22% | -3% | 0% | -3% | -16 | 8%
Cc1[nH]c(=O)[nH]c(=O)c1S(=O)(=O)N1CCCC(C(=O)NCc2ccccc2Cl)C1 (configuration not stated) | -1% | 4% | 4% | -6% | -3% | 5% | 1% | -5 | -1%
COc1cc(C(=O)NNC(=O)COc2ccc(C)cc2)ccc1OCC(=O)N1CCOCC1 | -12% | . | 1% | -3% | . | 5% | . | 3 | -4%
COC(=O)c1c(C(=O)OC)c(-c2cccc(Cl)c2)n2c1CS(=O)C2 (configuration not stated) | -4% | 24% | 24% | -8% | -5% | 11% | 1% | 1 | -3%
CC1CCC(NC(=O)CCCCn2c(=O)[nH]c3ccsc3c2=O)CC1 (configuration not stated) | -7% | 9% | 0% | 5% | -1% | 18% | -7% | -7 | -2%
CCOC(=O)CSc1nc2c(sc3ccccc32)c(=O)n1CCO | -4%[60.1 µM] | 18% | 11% | 2% | 4% | . | -9% | 0 | 0%
COc1cc2c(cc1OC)C1CC(=O)C(CC(C)C)CN1CC2 (configuration not stated) | -4%[60.1 µM] | ? | 46%[activator] | -10% | -4%&4% | 4% | -4% | -1 | -1%&-6%&-2%
O=C(CSc1nnc(-c2ccccc2)o1)n1c2c(c3ccccc31)CCCC2 | . | 1% | . | . | -2% | 0% | -8% | . | .
Cc1sc2nc(CN3CCC(C)CC3)nc(Cl)c2c1C | . | 24% | . | . | -5% | -7% | -1% | . | .
Cc1ccc2nc(CCc3nc4ccc(C)cc4[nH]3)[nH]c2c1 | -8% | ? | 88%[activator] | -20% | 0% | 35% | -14% | -5 | -10%
O=S(=O)(c1ccc(Oc2ccc(F)c(Cl)c2)nc1)N1CCOCC1 | -2% | . | 27% | -7% | . | 20% | . | -6 | -5%
Cc1nnc(NC(=O)CN2CCN(Cc3c(Cl)cccc3Cl)CC2)s1 | 2% | -27% | 177%[activator] | -20% | -9% | -5% | 0% | -6 | -2%
COc1ccccc1-n1ncc2c(=O)[nH]c(SCC(=O)Nc3ccc(Cl)cc3)nc21 | -6%[60.1 µM] | 19% | 31%[activator] | -14% | 2% | . | 6% | -8 | -2%
O=C(CS(=O)CC(=O)Nc1cccnc1)Nc1ccc(F)cc1 (configuration not stated) | 5% | 10% | 18% | -12% | -6% | 13% | -7% | 3 | -2%
CC(NC(C)c1ccccc1Cl)C(=O)Nc1cccc(S(=O)(=O)N2CCCCC2)c1 (configuration not stated) | 1% | . | -16% | -15% | . | 9% | . | 3 | -2%
Cc1onc(-c2c(F)cccc2Cl)c1C(=O)N=C(N)N1CCCC1 | 2% | -20% | 18% | -15% | -1% | -5% | 4% | -3 | 3%
CCOc1ccc(NC(=O)COC(=O)CC2CC3CCC2C3)cc1 (configuration not stated) | 7% | . | -24% | -22% | . | -11% | . | 1 | -2%
COc1ccc(C(CNC(=O)Cc2ccc3ccccc3c2)N(C)C)cc1 (configuration not stated) | -6% | 39% | 66%[activator] | 0% | -5% | 11% | 2% | -9 | 5%

Another view of two compounds above.
Every second line gives: POLK inh | POLB inh | Pol iota inh | POLH inh | BLM helicase inh | APE1 inh | Apoferritin bind | LDHA block | Glioma ERSR ind
- COc1cc(C(=O)NNC(=O)COc2ccc(C)cc2)ccc1OCC(=O)N1CCOCC1
    -12% | . | 1% | -3% | . | 5% | . | 3 | -4%
- COC(=O)c1c(C(=O)OC)c(-c2cccc(Cl)c2)n2c1CS(=O)C2 (configuration not stated)
    -4% | 24% | 24% | -8% | -5% | 11% | 1% | 1 | -3%

Other results
SMILES | POLK inh | POLB inh | Pol iota inh | POLH inh | BLM helicase inh | APE1 inh | Apoferritin bind | LDHA block | Glioma ERSR ind
O=C(CSc1ncn[nH]1)OCN1C(=O)c2ccccc2C1=O | -6% | 4% | -1% | -3% | -1% | 17% | -8% | -4 | 0%
Cc1ccc(C(=O)N(Cc2sccc2C)C2CCS(=O)(=O)C2)cc1 (configuration not stated) | -2%&0% | -2%&8% | 12%&13% | -23% | -3%&-1% | 2% | -5%&3% | -2&-3 | -7%
Cc1ccc(S(=O)(=O)N2CCCC(C(=O)Nc3cccnc3)C2)cc1 (configuration not stated) | -4% | 1% | 2% | -3% | -4% | 2% | -1% | 0 | -1%
CCn1c(COc2ccccc2C)nnc1SCC(=O)OC | -19% | ? | 5% | -13% | 0% | 1% | -4% | -13 | 1%
CC(C(=O)Nc1cccc([N+](=O)[O-])c1)N(c1ccccc1)S(C)(=O)=O (configuration not stated) | -1% | 15% | 6% | -4% | -2% | ? | -13% | 3 | -4%
CCOC(=O)c1ccc(NC(=O)/C=C/c2cccs2)cc1 | -9% | -12% | 22% | -12% | -11% | 0% | ? | -3 | 4%
O=C(CSc1ncccn1)Nc1cc(Cl)ccc1[N+](=O)[O-] | -5% | 37% | 71%[activator] | -18% | -9% | ? | ? | 0 | -2%
CC1(C)c2ccccc2-n2c1cc1oc(=O)cc(O)c1c2=O | -1% | -13% | 6% | 0% | -3% | 0% | 33%[activator] | 3 | -1%
O=C(C1CCN(S(=O)(=O)Cc2ccccc2)CC1)N1CCCc2ccccc21 | -2% | 0% | -5% | -15% | 2% | -2% | -12% | 0 | -1%
CCOC(=O)C(=O)Nc1ccc2c(c1)OCO2 | 4% | 22% | 2% | -12% | -7% | 0% | -12% | -2 | 5%
Cc1cc2c(c(/C=C/C(=O)c3ccccc3)c1)OC1(C=C2)Oc2ccccc2C(=O)N1C (configuration not stated) | 8% | 0% | ? | -13% | -1% | 1% | -10% | -2 | -3%
Cc1nc(NC(=O)COC(=O)CCS(=O)(=O)c2ccccc2Cl)c(Cl)cc1Cl | -4% | ? | -4% | -13% | -3% | 1% | ? | -2 | -3%
C[C@H](NC(=O)CCn1nnc2ccccc2c1=O)C(=O)O | 7% | 1% | 35% | -18% | 4% | 2% | 12% | 0 | -1%
Cc1ccc(C)c(NC(=O)c2cnn3ccccc23)c1 | 5% | 22% | 6% | -4% | -3% | 13% | -22% | -2 | -3%
CSCC(=O)NC1CCCc2c1cnn2-c1cc(F)cc(F)c1 (configuration not stated) | -7% | -6% | 35%[activator] | 1% | -1% | 31% | -3% | -1 | 1%
O=C(O)c1ccc(S(=O)(=O)N2CCN(c3ccccn3)CC2)cc1 | 0% | 1% | 27% | -22% | 0% | 1% | -4% | -7 | -3%
CC(C)c1ccc(CNC(=O)CSCC(=O)Nc2ccc3ccccc3c2)cc1 | -11% | 6% | 22% | -22% | -7% | -4% | -8% | -2 | 3%
O=C1C(c2ccncc2)=C(O)c2ccccc21 | -11% | -1% | -8% | -18% | 4% | -4% | 8% | -7 | -13%
Nc1ncnc2c1ncn2[C@H]1CC[C@@H](CO)O1 | -3%[60.1 µM] | . | ? | -14% | -2%&2% | 4%&12%&-1% | -1% | -4 | -3%&1%&-4%
CC1=C(c2ccccc2)SC2=NCCN21 | -13%[60.1 µM] | -1% | -15% | 3% | 1% | 18% | -3% | -4 | -1%
Cc1onc(-c2ccccc2)c1C(=O)Nc1ccncc1 | -19% | 1% | 6% | 4% | 1% | 0% | 8% | -12 | -5%
COc1ccc(-c2csc(NC3OC(=O)c4ccccc43)n2)cc1 (configuration not stated) | 4% | 0% | 10% | -1% | -9% | -4% | -3% | 0 | -8%
Cc1ccc(CNC(=O)Nc2ccc(F)cc2F)n1C | -11% | -19% | 17% | 8% | -4% | 34% | -9% | -12 | -4%
COc1ccccc1C(=O)OCC(=O)Nc1cc(S(=O)(=O)N2CCOCC2)ccc1N1CCCC1 | 8% | 3% | 22% | -6% | -2% | -2% | -15% | 1 | 5%
COc1ccc(OC)c(C2CC(=O)N3CN(c4cccc(Cl)c4C)CSC3=C2C#N)c1 (configuration not stated) | 0% | 3% | -17% | -15% | -6% | 1% | ? | -3 | -2%
CCCCC(=O)N(Cc1ccc(F)cc1)C1CCS(=O)(=O)C1 (configuration not stated) | 4% | 26% | 19% | -16% | -1% | 1% | 1% | -2 | -4%
CCOCCCNS(=O)(=O)c1cc2[nH]c3c(c2cc1C)C(=O)CC(C)(C)C3 | 1% | -1% | 48%[activator] | -16% | -1% | -15% | 4% | -5 | -6%
Cc1ccc(S(=O)(=O)CCc2nnc(NC(=O)c3cnccn3)s2)cc1 | 0% | 1% | -1% | -9% | -4% | -1% | -5% | 4 | -3%
COCCCNC(=O)CS(=O)(=O)Cc1nc(-c2cccc(OC)c2)oc1C | 2% | 77% | 11% | 5% | 2% | 2% | -18% | -3&-1 | -1%

Three entries already listed, arranged by their value in Pol iota inh, falling:
Structure | Pol iota inh
COc1ccccc1C(=O)OCC(=O)Nc1cc(S(=O)(=O)N2CCOCC2)ccc1N1CCCC1 | 22%
O=C(CSc1ncn[nH]1)OCN1C(=O)c2ccccc2C1=O | -1%
CC1=C(c2ccccc2)SC2=NCCN21 | -15%

Compound activity from PubChem.
